Cav3 T inh = Cav3.2 calcium influx blockers – cell-based, Fluo-4 calcium fluorescence, FDSS, MLSMR library, primary screen; 100,000 compounds, 4% hits; B-score at 10 µM; Voltage-dependent T-type calcium channel subunit alpha-1H (Homo sapiens), O95180; Cav3.2-expressing cells; stronger effect = lower value;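 active = single-dose well whose peak fluorescence ratio is a statistical outlier from its plate by either plate-standardised score or position-corrected B-score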
Target sequence (O95180 whole entry, looked up): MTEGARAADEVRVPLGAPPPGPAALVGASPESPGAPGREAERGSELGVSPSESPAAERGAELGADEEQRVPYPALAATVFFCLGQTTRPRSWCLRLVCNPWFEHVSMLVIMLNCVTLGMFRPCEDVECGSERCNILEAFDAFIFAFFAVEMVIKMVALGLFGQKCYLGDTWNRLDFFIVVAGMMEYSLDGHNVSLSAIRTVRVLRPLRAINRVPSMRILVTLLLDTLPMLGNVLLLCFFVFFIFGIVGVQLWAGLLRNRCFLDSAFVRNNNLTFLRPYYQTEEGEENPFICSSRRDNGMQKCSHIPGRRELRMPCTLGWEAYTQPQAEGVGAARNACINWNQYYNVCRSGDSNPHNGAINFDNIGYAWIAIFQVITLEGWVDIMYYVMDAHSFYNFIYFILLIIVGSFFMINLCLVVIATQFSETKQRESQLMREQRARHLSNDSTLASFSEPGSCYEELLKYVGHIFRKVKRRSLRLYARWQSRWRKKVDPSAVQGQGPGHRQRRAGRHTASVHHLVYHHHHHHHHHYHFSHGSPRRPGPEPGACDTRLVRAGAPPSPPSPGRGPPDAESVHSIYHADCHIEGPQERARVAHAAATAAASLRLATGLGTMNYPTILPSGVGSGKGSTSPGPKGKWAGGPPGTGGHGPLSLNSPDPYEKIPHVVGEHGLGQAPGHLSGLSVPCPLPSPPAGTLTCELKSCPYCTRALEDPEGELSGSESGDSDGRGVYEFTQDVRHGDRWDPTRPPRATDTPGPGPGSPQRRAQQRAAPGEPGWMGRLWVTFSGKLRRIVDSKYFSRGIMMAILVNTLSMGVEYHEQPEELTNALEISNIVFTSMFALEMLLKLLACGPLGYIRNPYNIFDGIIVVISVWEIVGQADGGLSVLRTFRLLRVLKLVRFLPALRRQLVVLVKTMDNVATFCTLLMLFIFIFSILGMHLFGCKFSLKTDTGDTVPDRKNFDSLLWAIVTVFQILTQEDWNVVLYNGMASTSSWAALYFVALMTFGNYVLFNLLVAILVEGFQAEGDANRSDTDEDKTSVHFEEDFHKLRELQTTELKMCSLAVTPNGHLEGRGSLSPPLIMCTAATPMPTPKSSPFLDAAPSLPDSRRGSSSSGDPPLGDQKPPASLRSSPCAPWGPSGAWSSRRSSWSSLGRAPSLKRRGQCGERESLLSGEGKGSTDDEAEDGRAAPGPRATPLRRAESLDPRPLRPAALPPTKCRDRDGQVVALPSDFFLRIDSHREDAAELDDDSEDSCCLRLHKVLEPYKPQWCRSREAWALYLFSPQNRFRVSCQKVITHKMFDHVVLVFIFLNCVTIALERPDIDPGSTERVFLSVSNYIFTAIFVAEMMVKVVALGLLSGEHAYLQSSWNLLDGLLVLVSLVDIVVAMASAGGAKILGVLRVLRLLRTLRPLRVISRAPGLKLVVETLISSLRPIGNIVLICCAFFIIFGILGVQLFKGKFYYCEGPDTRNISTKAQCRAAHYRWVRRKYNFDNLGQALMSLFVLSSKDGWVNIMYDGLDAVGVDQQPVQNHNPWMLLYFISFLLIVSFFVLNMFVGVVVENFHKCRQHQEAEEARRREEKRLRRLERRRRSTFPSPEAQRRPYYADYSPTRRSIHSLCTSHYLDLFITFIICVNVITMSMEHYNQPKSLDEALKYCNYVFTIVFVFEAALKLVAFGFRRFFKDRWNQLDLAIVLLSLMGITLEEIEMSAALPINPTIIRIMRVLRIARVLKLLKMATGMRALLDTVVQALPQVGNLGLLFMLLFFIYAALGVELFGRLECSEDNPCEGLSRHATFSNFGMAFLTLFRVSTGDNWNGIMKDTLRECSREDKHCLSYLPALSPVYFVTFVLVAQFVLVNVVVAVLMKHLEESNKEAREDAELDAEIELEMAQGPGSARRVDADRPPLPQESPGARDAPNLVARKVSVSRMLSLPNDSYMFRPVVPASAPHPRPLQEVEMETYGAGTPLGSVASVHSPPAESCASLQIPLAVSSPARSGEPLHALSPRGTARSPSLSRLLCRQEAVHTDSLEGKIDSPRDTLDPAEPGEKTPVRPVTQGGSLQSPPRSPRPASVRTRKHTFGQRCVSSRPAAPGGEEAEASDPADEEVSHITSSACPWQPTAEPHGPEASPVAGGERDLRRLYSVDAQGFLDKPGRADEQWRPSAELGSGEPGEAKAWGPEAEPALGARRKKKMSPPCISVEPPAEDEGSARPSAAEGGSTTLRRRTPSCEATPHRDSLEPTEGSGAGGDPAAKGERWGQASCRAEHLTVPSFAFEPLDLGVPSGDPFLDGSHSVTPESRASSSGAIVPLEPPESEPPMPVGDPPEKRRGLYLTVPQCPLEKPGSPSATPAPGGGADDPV
* marks the source's active call; other numbers are inactive results. This is a subset (hit frequency here may not be typical).

Cav3 T inh,Molecule
0.16,O=[N+]([O-])c1cccc(-c2ccc(/C=N/NC(=S)Nc3ccccc3)o2)c1
0.51,COc1ccc(-c2nn(C)c(=O)c3ccccc23)cc1NC(=O)Cn1nc(C)c2ccccc2c1=O
-0.57,O=C(COC(=O)CCNS(=O)(=O)c1ccc2c(c1)OCCO2)NC1CCCc2ccccc21 (configuration not stated)
0.11,COc1cccc(OC(C)c2ccnc3nc(/N=C/N(C)C)nn23)c1 (configuration not stated)
-2.1,c1ccc(CCn2nnnc2CN2CCCc3ccccc32)cc1
0.091,CCOC(=O)COc1ccc(S(=O)(=O)N2CCN(C(=O)OCC)CC2)cc1
-0.048,CCOc1ccc2[nH]c(=O)c(CN(Cc3nnnn3Cc3ccco3)C3CCCCC3)cc2c1
-1.3,CCOc1cc(S(=O)(=O)NCc2cccs2)ccc1Cl
-0.13,Cc1cc(NC(=O)CSc2nc(-c3ccc(F)cc3)cs2)no1
-0.27,O=C(CN1C(=O)c2ccccc2C1=O)NCC1CCCO1 (configuration not stated)

Next records follow:
Cav3 T inh,Molecule
0.011,CCN1CCn2c3c(c4cc(Cl)ccc42)CCCC31 (configuration not stated)
0.32,CCOc1ccc(NCC2CCOC(C)(C)C2)cc1 (configuration not stated)
-0.24,CCOC(=O)N1CCN(c2nc(-c3ccc(Cl)cc3)cs2)CC1
-0.13,CN(C)c1ccnc(Oc2ccc(C(C)(C)C)cc2)c1C#N
-0.0078,Nc1cc(Cl)ccc1C(=O)OCC(=O)NC1CCS(=O)(=O)C1 (configuration not stated)
0.65,COc1cc(CCCN2C(=S)NC[C@@H]2CCCCN)cc(OC)c1OC
0.67,CC(C)(C)NC(=O)CSc1nncn1NCc1ccccc1
0.21,COc1ccccc1CNCc1ccc(OC)c(OC)c1OC
0.47,O=C(O)C1C2C=CC(C2)C1C(=O)Nc1cccc(C(=O)N2CCCCC2)c1 (configuration not stated)
-0.079,COc1ccc(/C(O)=C/C(=O)C(=O)Nc2c(C)n(C)n(-c3ccccc3)c2=O)cc1

(continued)
Cav3 T inh,Molecule
0.29,Nc1nc2ccc(O)cc2s1
-1.4,CCOc1ccc(C2c3cc(OC)c(OC)cc3CC(=O)N2c2ccccc2)cc1 (configuration not stated)
-0.23,CC1=Nc2ccccc2/C1=C\c1nc(-c2ccc(C(F)(F)F)cc2)oc1O
-3.1,c1ccc(CNc2ncnc3c2cnn3Cc2ccccc2)cc1
-0.32,COc1ccc(S(=O)(=O)Nc2ccc(O)c(Sc3ncn[nH]3)c2)cc1
0.61,COC(=O)c1cc2c(C)nn(-c3ccccc3)c2s1
-0.29,CCc1ccc(CN/C=C/C(=O)c2ccc(Br)cc2)cc1
-3.3,CCOc1cc(S(=O)(=O)Nc2cc(C)cc(C)c2)ccc1Cl
-0.12,CCOC(=O)COc1ccc2nsnc2c1Cl
-0.52,O=C(O)c1cccc(Cn2cccn2)c1

Further compounds.
Cav3 T inh,Molecule
-5.6*,Cc1ccc(CSCCNC(=O)c2ccc(N(C)S(=O)(=O)c3ccccc3)cc2)cc1
-2.2,Cc1ccc(CN(c2ccc(C(=O)Nc3cccnc3)cc2)S(C)(=O)=O)cc1
0.027,COC(=O)c1ccccc1NC(=O)CCNC(=O)Cn1cnc2ccccc2c1=O
-0.024,COc1ccc(N/C=C\C(=O)c2ccc3c(c2)OCO3)cc1
-0.69,CCOC(=O)c1cc(-c2ccc3c(c2)OCO3)nc2onc(C)c12
-1.7,O=C(c1cc(-c2ccccc2)nc2ccccc12)N1CCOCC1
-0.14,O=C(Nc1ccccc1C(=O)NC1CCCC1)NC1CCCC1
-4*,CNC(=S)N(Cc1ccc2c(c1)OCO2)C1CC(=O)N(c2ccc(F)cc2)C1=O (configuration not stated)
0.53,O=C(CCNC(=O)c1ccc(Br)o1)NCc1ccccn1
0.43,CC1(C)CC(=O)N(CC(=O)O)c2ccccc2S1(=O)=O

More entries:
Cav3 T inh,Molecule
1.1,CSc1oc(-c2ccco2)nc1S(=O)(=O)c1ccccc1
1.3,Cc1ccc2nc(SCC(=O)O)nc(C)c2c1
-0.2,CCCCCCC(=O)N1C/C=C\C(c2ccc(OC)cc2)N(Cc2ccc(F)cc2)C(=O)[C@H]1Cc1ccccc1 (some centres not stated)
1.2,COC(=O)Nc1nn(Cc2ccccc2F)cc1Br
-0.85,NC(=O)C1CCN(C(=O)CCc2nc3ccccc3c(=O)[nH]2)CC1
1.2,O=C(c1ccncc1)N(Cc1ccccc1)Cc1nc2ccccc2c(=O)[nH]1
-0.28,COC(=O)CC1SC(=O)NC1=Nc1ccccc1 (configuration not stated)
-0.58,O=C(OCN1C(=O)c2ccccc2C1=O)c1ccco1
0.7,Cc1c(NC(=O)NCCN2C(=O)C3C4C=CC(C4)C3C2=O)c(=O)n(-c2ccccc2)n1C (configuration not stated)
-1.1,NC(=O)Cn1c(=O)oc2ccccc21

Other entries:
Cav3 T inh,Molecule
0.0067,CCCC(=O)N(c1ccc2oc(=O)sc2c1)S(=O)(=O)c1cccs1
0.27,COc1ccccc1-c1c(C)nn2c(N3CCC4(CC3)OCCO4)cc(C)nc12
-0.11,Cn1c(C(=O)NCc2cccnc2)cc2sc(Cl)cc21
1,Cc1cc(=O)oc(C)c1C(=O)NCCCN1CCN(c2ccccc2F)CC1
-0.051,CCCN1Cc2cccc(C(=O)Nc3ccc(CC)cc3)c2C1=O
-1.8,Oc1ccccc1NCC(O)Cn1ccc2ccccc21 (configuration not stated)
0.13,Cc1ccccc1NC(=O)NCCc1nc2ccccc2[nH]1
-0.26,CCCC(=O)Nc1sc(C)c(C)c1C(=O)Nc1cccc(C)c1
-0.84,COc1ccc(NC2CC(=O)N(c3ccccc3)C2=O)cc1 (configuration not stated)
-1.1,CCn1c2ccccc2c2nnc(SCCCn3c(=O)[nH]c4ccccc43)nc21

(listing goes on)
Cav3 T inh,Molecule
-0.044,O=C(CCc1n[nH]c(=O)[nH]c1=O)N1CCCCC1
0.78,CCOC(=O)c1c(C)n(CCNC(C)=O)c2ccc(O)cc12
0.48,COc1ccc(CNC(=O)c2cnc3scc(C)n3c2=O)cc1
-0.37,O=C(NC(NC1CCS(=O)(=O)C1)C(=O)c1cccs1)c1ccccc1 (configuration not stated)
0.028,CCOc1ccc(-n2c(=O)cc(N3CCN(c4ccc(F)cc4)CC3)[nH]c2=O)cc1
0.88,c1coc(CNc2c3c(nc4ncnn24)CCC3)c1
0.033,Cc1ccc(S(=O)(=O)N2CC3CCC2C3)cc1 (configuration not stated)
-0.74,CC(=O)c1cccc(NC(=O)c2cc(-c3ccc(C)cc3)on2)c1
0.78,COc1cc2c(cc1OC)-c1nnc(-c3ccco3)n1C1(CCCC1)C2
-2.9,c1csc(-c2noc(COc3ccc4c(c3)CCCC4)n2)c1

(more compounds)
Cav3 T inh,Molecule
0.29,CN1CCN(C(=O)/C(=C/c2ccccc2)c2ccccc2)CC1
0.64,Cc1ccc(CSc2nnc(-c3ccncc3)n2CC2CCCO2)cc1 (configuration not stated)
-1.1,COc1cccc(SCc2noc(C(=O)NCCC(C)C)c2C(=O)NCCC(C)C)c1
-0.37,CCCOc1ccc(C(=O)NCCC(=O)NCCCC(=O)OCC)cc1
-4.3,Cc1cc(C(=O)COC(=O)CCC(=O)c2ccc3c(c2)OCCO3)c(C)n1Cc1ccco1
-3,O=C(CSc1nc2ccccc2o1)NCc1ccc2c(c1)OCO2
-0.66,O=C1/C(=C/c2cccs2)CCc2ccccc21
0.093,CN1CCc2c(sc3c2C(=O)NC(/C=C/c2ccco2)N3)C1 (configuration not stated)
-2.3,c1ccc(Cn2nnc(CNc3ccccc3)c2-c2c(CNc3ccccc3)nnn2Cc2ccccc2)cc1
0.84,O=C(CSc1nc(O)cc(=O)[nH]1)C1CC1

Remaining list, next part
Cav3 T inh,Molecule
0.31,O=S(=O)(c1ccc(Cl)cc1)N1CCN(c2ccc(N3CCOCC3)nn2)CC1
-3.4,CN(c1ccc(Cl)cc1)c1cc(=O)n(C)c2ccccc12
-1.1,Cc1csc(SC(C)C(=O)Nc2ccc(S(=O)(=O)N3CCCC3)cc2)n1 (configuration not stated)
0.082,COc1ccc(CC(=O)NC2CC(C)(C)NC(C)(C)C2)cc1
-1,CCn1c2c(c3ccc(OC)cc31)CCCC2=O
-0.47,O=C(OCc1nc2ccccc2s1)c1cccc(S(=O)(=O)N2CCOCC2)c1
-0.2,CCCc1ccc(-c2cc(NC(=O)CSc3n[nH]c(N)n3)n(-c3ccccc3)n2)cc1
-2.4,CCOC(=O)c1sc(NC(=O)c2ccc(S(=O)(=O)N3CCOCC3)cc2)cc1C
-1.7,CSc1nnc(-c2sc3cc(Cl)ccc3c2Cl)n1C
0.055,CCOC(=O)CC12CN3CN(C1)CC(CC(=O)OCC)(C3)C2=O

Next compounds.
Cav3 T inh,Molecule
-1.9,COc1ccc2c(=O)c3c(=O)n(Cc4ccco4)c(-c4ccc(C)cc4)nc3oc2c1
0.57,CS(=O)(=O)N(CC(=O)NCc1ccncc1)c1cc(Cl)cc(Cl)c1
0.38,CCCn1c(SCC(=O)N2CCc3ccccc32)nnc1-c1ccco1
-0.83,CCOC(=O)c1ccccc1NC(=O)CC1SC(=NC)N(C)C1=O (configuration not stated)
-0.12,CC(=O)Nc1ccc(S(=O)(=O)N(CC(=O)O)Cc2ccccc2)cc1
-0.57,CCCC(=O)Nc1nc2nc(-c3ccccc3)cc(-c3ccccc3)n2n1
-5.8*,Cc1nn(-c2ccccc2)c(C)c1C(=O)OCC(=O)NC(=O)NC1CCCCC1
-1.1,Cc1sc2ncnc(Nc3ccccc3)c2c1C
-0.06,CCOC(=O)COc1ccc2c(c1)C(=O)CC(C)(C)O2
0.94,CCOCCCNC(=O)CCNS(=O)(=O)c1ccc(C)cc1

Further records follow.
Cav3 T inh,Molecule
-1.4,COc1ccc(NC(=O)CSc2nc3c(c(-c4cccs4)c2C#N)CN(C)CC3)cc1OC
-0.81,O=C(NCc1ccccc1)C1=C[C@H](c2ccc3c(c2)OCO3)C[C@H](OCc2ccc(CO)cc2)O1
0.31,Cn1nc([N+](=O)[O-])nc1Oc1ccccc1N
-2.9,COc1ccc(OC)c(C(c2nnnn2Cc2ccccc2)N2CCN(C3CCCCC3)CC2)c1 (configuration not stated)
0.26,CNC(=O)CSc1nnc(-c2cc(C)cc(C)c2)o1
0.43,CCn1c(=O)cc(OCC(=O)NCc2ccco2)c2ccccc21
0.47,Cc1cc(C)c(C#N)c(SCC(O)CS(=O)(=O)Cc2ccccc2)n1 (configuration not stated)
-0.78,CCc1nc(NCC2CCCO2)c2oc3ccccc3c2n1 (configuration not stated)
-0.64,Cc1ccc(NC(=O)c2ccc(-n3cccn3)c([N+](=O)[O-])c2)cc1C
0.062,Cc1[nH]c2ccccc2c1SCC(=O)N1CCOCC1

(list continues)
Cav3 T inh,Molecule
0.48,CCOC(=O)C1=C(Nc2ccc(Br)cc2)CC(C)(O)C(C(=O)OCC)C1c1ccccc1 (configuration not stated)
-1.2,Cc1cc(C(=O)CSc2n[nH]c(N)n2)c(C)n1-c1cc(F)ccc1F
0.3,O=C(Nc1ccc(CCC(=O)N2CCCC2)cc1)c1ncn[nH]1
0.13,Cc1ccc(Cn2c(C3CCCN3c3nc(-c4cc(Cl)c(N)c(Cl)c4)cs3)nc3cc(C(=O)NCCCO)ccc32)cc1 (configuration not stated)
1.1,CC1(C)OC(=O)C(=NNc2ccc(O)cc2)C(=O)O1
-2.4,Cc1cnc(NC(=O)CSc2nnc(-c3ccccc3)n2Cc2ccccc2)s1
0.94,COc1ccc(CCNS(=O)(=O)c2ccc3c(c2)OCCO3)cc1OC
-0.21,COc1ccc(C2/C=C\CN(S(=O)(=O)/C=C/c3ccccc3)[C@H](Cc3ccccc3)C(=O)N2Cc2ccc(F)cc2)cc1 (some centres not stated)
-0.0099,O=C(N1CCCCC1)C12CC3CC(C1)CC(C(=O)N1CCCCC1)(C3)C2
1.1,O=C(NCC1CCCO1)c1ccc2c(=O)n(Cc3ccco3)c(SCC(=O)N3CCCC3)nc2c1 (configuration not stated)

Next part:
Cav3 T inh,Molecule
-1.5,CCCCC(=O)NC(Nc1nc(C2CC2)cs1)(C(=O)OCC)C(F)(F)F (configuration not stated)
-0.35,COc1ccc(-c2nc(N)n[nH]2)cc1OC
-0.67,CC1(C(=O)O)CCC(C(=O)Nc2ccc(S(N)(=O)=O)cc2)C1(C)C (configuration not stated)
-5*,COc1ccccc1N1CCN(C(=O)c2ccc(C(C)(C)C)cc2)CC1
-0.046,COC(=O)c1nc(NC(=O)c2ccc(Br)cc2)n[nH]1
-0.9,CCC(=O)NC(=S)Nc1ccc(NC(=O)COc2ccc(Cl)cc2Cl)cc1
-1.1,CCCc1nc(SCC(=O)Nc2ccccc2)c2c(=O)n(C)c(=O)n(C)c2n1

Of the compounds above, 14 have two or more sulfur atoms:
Cav3 T inh,Molecule
-1.3,CCOc1cc(S(=O)(=O)NCc2cccs2)ccc1Cl
-0.13,Cc1cc(NC(=O)CSc2nc(-c3ccc(F)cc3)cs2)no1
-0.32,COc1ccc(S(=O)(=O)Nc2ccc(O)c(Sc3ncn[nH]3)c2)cc1
-5.6*,Cc1ccc(CSCCNC(=O)c2ccc(N(C)S(=O)(=O)c3ccccc3)cc2)cc1
1.1,CSc1oc(-c2ccco2)nc1S(=O)(=O)c1ccccc1
0.0067,CCCC(=O)N(c1ccc2oc(=O)sc2c1)S(=O)(=O)c1cccs1
-0.37,O=C(NC(NC1CCS(=O)(=O)C1)C(=O)c1cccs1)c1ccccc1 (configuration not stated)
-1.1,Cc1csc(SC(C)C(=O)Nc2ccc(S(=O)(=O)N3CCCC3)cc2)n1 (configuration not stated)
-0.47,O=C(OCc1nc2ccccc2s1)c1cccc(S(=O)(=O)N2CCOCC2)c1
-2.4,CCOC(=O)c1sc(NC(=O)c2ccc(S(=O)(=O)N3CCOCC3)cc2)cc1C
-1.7,CSc1nnc(-c2sc3cc(Cl)ccc3c2Cl)n1C
-1.4,COc1ccc(NC(=O)CSc2nc3c(c(-c4cccs4)c2C#N)CN(C)CC3)cc1OC
0.47,Cc1cc(C)c(C#N)c(SCC(O)CS(=O)(=O)Cc2ccccc2)n1 (configuration not stated)
-2.4,Cc1cnc(NC(=O)CSc2nnc(-c3ccccc3)n2Cc2ccccc2)s1
